Lipid storage S3: qHTS Assay for Lipid Storage Modulators in Drosophila S3 Cells; hit rate 0.64% among 320,000; Drosophila S3 cells, BODIPY lipid droplet fluorescence, 18-24 h; cells fed with added oleic acid; lipid storage change, negative = inhibition, % at the top dose, mostly 46.1 µM; hits show Potency in µM; AID 2685; active = well fitted inhibition curve with a large enough effect in the signal ratio, with a control signal flat, not every such curve was filed as active; inconclusive = small, poorly fitted or top-dose-only effect, or effect the other way, or a change in a side signal; the % refers to the signal ratio
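Drosophila S3 cells loaded with oleic acid (400 uM, as added) and compounds at several concentrations; lipid droplets imaged by 488-nm laser-scanning cytometry, 500–530 nm intensity and object ratio to cell channel. Percent activity normalized to 20 uM Triacsin C.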
Lipid storage S3 cell count max: also measured in Lipid storage S3; calls as there; cell number change, %; measured here: cell count max response;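 cells counted by Cell Tracker Red CMTPX staining in the red channel; peak over a dose series mostly up to 46.1 µM; percent activity relative to internal control wells on each plate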
Active calls of the source: *; i = inactive; ? = inconclusive; . = no result given. % is set by controls: 0 for no effect and ±100 for the full control effect; potency is the fitted concentration of half-maximal effect. Some of the compounds tested (hit frequency here may not be typical).

SMILES	Lipid storage S3	Lipid storage S3 cell count max
O=[N+]([O-])c1ccc(-c2nn(-c3ccccc3)cc2/C=N/n2c(-c3ccncc3)n[nH]c2=S)cc1	?	.
CCOC(=O)CN1C(=O)S/C(=C/c2ccc(C)o2)C1=O	i	5
COc1ccc2c(/C=N/NS(=O)(=O)c3ccc(C)cc3)c[nH]c2c1	-3%	10
Cc1noc(C)c1CSCC(=O)Nc1nc2ccc(F)cc2s1	?	.
CCC(C)(NC(=O)c1ccccn1)C(=O)NC1CCCC1 (stereo not given)	-1%	14
CSCCC(=O)N1CCCC(CNC(=O)c2ccc(-c3ccccc3)cc2)C1 (stereo not given)	-2%	-10
Cc1cccc(OCC(=O)Nc2ccccc2F)c1	10%	2
O=C(Nc1cc(C(F)(F)F)ccc1N1CCCCC1)c1cccc([N+](=O)[O-])c1	16%	-14
Cc1ccccc1NC(=O)/C(=C/c1ccco1)c1ccccc1	?	.
COC(=O)c1c(NC(C)=O)sc(C(=O)Nc2ccccc2C)c1C	2%	8
COCC(C)n1c(C)cc(C(=O)CSc2ccc(NC(C)=O)cc2)c1C (stereo not given)	?	.
CCOc1ccccc1/C=N/NC(=O)C[n+]1ccccc1	?	.
CCC(C)NCC(=O)Nc1ccc([N+](=O)[O-])cc1C(=O)Nc1ccccc1F (stereo not given)	22%	.
CC12CCC(C(=O)Nc3nc4ccccc4s3)(OC1=O)C2(C)C (stereo not given)	?	.
COc1cc(CNC2CCCCCCC2)c(Br)cc1OCCO	-11%	-14
O=C(Cc1ccc(Cl)cc1)NCc1nc(-c2ccccc2)no1	17%	-22
CCOc1cc(NC(=S)NCC2CCCO2)c(OCC)cc1NC(=O)CC(C)C (stereo not given)	16%	7
CC1CN(c2oc(Cc3cccc4ccccc34)nc2C#N)CC(C)O1 (stereo not given)	?	.
COc1cccc(C2C(C(=O)c3cccs3)=C(O)C(=O)N2CCN2CCOCC2)c1 (stereo not given)	?	.
CCC1(C)NC(=O)N(CC(=O)N2CCC(Cc3ccccc3)CC2)C1=O (stereo not given)	?	.
O=C(Cc1n[nH]c(=O)c2ccccc12)OCC(=O)N(Cc1ccccc1)Cc1ccccc1	?	.
Cn1c(/N=C/c2ccc3c(c2)OCO3)nc2ccccc21	?	.
CCCC1CC(c2csc(N)n2)CCO1 (stereo not given)	?	.
O=C(c1ccc(Oc2ccc([N+](=O)[O-])cc2Cl)cc1)N1CCCC1	?	.
O=C(Oc1ccc2ccccc2c1)c1cncc(Br)c1	i	28
COc1ccc(CC(=O)Oc2ccc(Br)cc2F)cc1S(=O)(=O)N1CCOCC1	?	.
CCN(CC(=O)Nc1ccccc1OC)CC(=O)Nc1ccccc1-c1ccccc1	3%	2
Cc1c(C)c2ccc(OCC(=O)N3CCOCC3)c(C)c2oc1=O	4%	17
O=C(c1cccs1)N1CCCc2ccccc21	?	.
CC1C(=O)N2CCCc3cc(S(=O)(=O)N(C)Cc4ccccc4)cc1c32 (stereo not given)	i	.
O=C(O)c1ccc(CNC(=O)c2ccccc2NC(=O)c2cccc([N+](=O)[O-])c2)cc1	4%	21
O=C(N/N=C/c1cccnc1)c1cc(-c2cccs2)nc2ccccc12	?	.
CN(C)c1nc(N(C)C)nc(N2CC(CCl)OC2=N)n1 (stereo not given)	0%	3
CSc1ccccc1NC(=O)COC(=O)c1c[nH]c(=O)[nH]c1=O	1%	10
CCOc1cc(CNn2cnnc2SCC(=O)NC(C)(C)C)ccc1OCC(=O)NC(C)(C)C	?	.
CCOc1ccc(Cc2n[nH]c(=S)n2N)cc1	10%	13
CC(=O)NC1c2ccccc2C(=O)N1Cc1ccccc1 (stereo not given)	?	.
CCOC(=O)N1CCN(C(=O)c2ccc3nc(N4CCC(C)CC4)sc3c2)CC1	?	.
CC(=O)c1c(C)[nH]c(C(=O)N2CCN(c3ccccn3)CC2)c1C	2%	.
O=C1c2ccccc2NC(c2ccc3c(c2)OCO3)N1O (stereo not given)	?	.
COc1ccc(COc2cc(-c3cccc(OC)c3)nc3ccc(NC(=O)c4ccccc4)cc23)cc1	21%	-8
COCCn1c(SCC(=O)Nc2ncc(Cl)c(C)c2Cl)nc2ccccc21	?	.
N#Cc1cc(N)ccc1Sc1ccc(Cl)cc1	-22%	-24
CC(=O)Nc1nc(-c2ccc(Cl)cc2)ns1	?	.
COC(=O)c1c(N2C(=O)Nc3ccccc3N2O)sc(C)c1C	2%	9
CCOC(=O)c1c(CSC(=N)N)n(-c2ccccc2)c2cc(Br)c(OC(C)=O)cc12	-11%	-8
C=C(C)c1cccc(C(C)(C)NC(=O)NCC2COCCO2)c1 (stereo not given)	-7%	0
O=C(O)/C(=C\c1cn(-c2ccccc2)nc1-c1cccnc1)NC(=O)c1ccccc1	-14%	0
O=C(c1ccc2[nH]c(=O)c(=O)[nH]c2c1)N1CCc2ccccc21	?	.
CC(Sc1nnc(C2CC2)n1N)C(=O)NC1CCCCC1C (stereo not given)	?	.
(further entries)
SMILES	Lipid storage S3	Lipid storage S3 cell count max
O=C(O)CSc1ncnc2scc(-c3ccccc3)c12	?	.
O=C(CCCN1C(=O)/C(=C/c2cccc(Br)c2)SC1=S)N1CCOCC1	?	.
COc1ccc(Cn2c(=O)cc(C)[nH]c2=S)cc1	i	-15
O=C(NCc1ccccc1)/C(NC(=O)c1ccccc1)=C(/Sc1ccccn1)c1ccccc1	1%	15
COc1cc(S(=O)(=O)NC(Cc2c[nH]c3ccccc23)C(=O)O)ccc1NC(C)=O (stereo not given)	?	.
CON(C)S(=O)(=O)c1cccc(C(=O)NC2CCSc3ccccc32)c1 (stereo not given)	i	-3
O=C(Nc1ccccc1)c1ccc(NCc2ccco2)c(S(=O)(=O)N2CCOCC2)c1	?	.
CCc1ccc(NC(=O)c2cc(Br)ccc2Br)cc1	14%	18
CC(=O)c1nn(-c2ccc(Cl)cc2)c(=O)[nH]c1=O	i	.
Cc1cc(O)c2c(C)c(CC(=O)N3CCN(C(=O)C4COc5ccccc5O4)CC3)c(=O)oc2c1 (stereo not given)	i	12
CCCN(CC(=O)Nc1cc(Cl)cc(Cl)c1)CC(=O)Nc1ccc(F)c(F)c1F	?	.
Cc1nc2nc(C)c(CCC(=O)N3CCOCC3)c(C)n2n1	14%	-18
O=C(N/N=C/c1cccc(Cl)c1)c1c(O)c2c([nH]c1=O)CCCC2	24%	.
O=C(NC1CC1)C(=O)c1c(-c2ccccc2)[nH]c2ccccc12	-6%	-4
CCCc1nc2oc3c(=O)[nH]cnc3c2c2c1COC(C)(C)C2	-3%	11
Cc1ccc(CNc2ncnc3cc(Cl)ccc23)cc1	?	.
Cc1cc(C)cc(NC(=O)N2CCN(S(C)(=O)=O)CC2)c1	15%	5
CC1CCCC(C)N1C(=O)c1cccc2c1-c1ccccc1/C2=N/O (stereo not given)	?	.
Cn1nc(C(F)(F)F)c(CO)c1Sc1ccc(F)cc1	?	.
COC(=O)N/N=C/c1cc([N+](=O)[O-])cc(Br)c1O	1%	-2
O=C1C(=O)N(c2ccccc2)c2ccccc21	-13%	-12
O=C(CN1CCN(S(=O)(=O)c2ccccc2)CC1)NC(=O)NCc1ccccc1	-6%	-9
CC(C)N1CCN(Cc2ccc(-c3ccccc3Cl)o2)CC1CCO (stereo not given)	-8%	0
CCOc1ccccc1NC(=S)Nc1ncccc1C	-1%	-12
COc1cccc(NC(=O)CSc2nc(C)cs2)c1	?	.
CC(=O)N1c2ccc(S(=O)(=O)NCCC(=O)N3CCC(C)CC3)cc2CC1C (stereo not given)	?	.
CCOC(=O)c1cccc(NS(=O)(=O)Cc2ccccc2)c1	-8%	-5
CCOC(=O)C(C)Sc1nnc(CNC(=O)c2ccc(OC)cc2)n1C1CCCCC1 (stereo not given)	3%	-9
CCC(=O)NCCCCCCNC(=O)CC	?	.
O=C(Nc1cc(C(F)(F)F)ccc1Cl)C(Sc1nnc(-c2cccs2)o1)c1ccccc1 (stereo not given)	4%	4
Cc1ccc(S(=O)(=O)NC(=O)NC(=O)N(C)S(=O)(=O)c2ccc(C)cc2)cc1	0%	.
O=C(NCc1ccccc1C(F)(F)F)C1CCC(=O)N(C2CC2)C1 (stereo not given)	?	.
Cc1ccc(C)c(CN2C(=O)COc3ccccc32)c1	11%	-28
O=C(NCCn1ccc2ccccc21)c1ccc(S(=O)(=O)N2CCCCC2)cc1	?	.
O=C(O)c1ccc2c(c1)C(=O)N(N1C(=O)c3ccccc3C1=O)C2=O	?	.
COc1ccc(S(=O)(=O)N(Cc2ccccc2)c2ccccc2C(=O)Nc2ccccc2C(=O)NCc2ccco2)cc1	-8%	-3
O=c1[nH][nH]c(C(F)(F)F)c1C=Nc1ccccc1	-15%	-16
CN1C(=O)/C(=C/c2ccc(-c3ccccc3[N+](=O)[O-])o2)SC1=Nc1ccc(Cl)c(C(=O)O)c1	11%	14
CCOC(=O)C1=C(C)NC2=C(C(=O)CCC2)C1c1ccsc1 (stereo not given)	?	.
CC1Cc2nc(SCC(=O)N3CCN(c4ccccc4)CC3)n(CCc3ccccc3)c(=O)c2S1 (stereo not given)	?	.

Arranged by heavy-atom count (low to high): some entries from above.
SMILES	Lipid storage S3	Lipid storage S3 cell count max
O=C1C(=O)N(c2ccccc2)c2ccccc21	-13%	-12
COC(=O)N/N=C/c1cc([N+](=O)[O-])cc(Br)c1O	1%	-2
CCc1ccc(NC(=O)c2cc(Br)ccc2Br)cc1	14%	18
Cc1ccc(CNc2ncnc3cc(Cl)ccc23)cc1	?	.
CCC(C)(NC(=O)c1ccccn1)C(=O)NC1CCCC1 (stereo not given)	-1%	14
C=C(C)c1cccc(C(C)(C)NC(=O)NCC2COCCO2)c1 (stereo not given)	-7%	0
CC(=O)c1c(C)[nH]c(C(=O)N2CCN(c3ccccn3)CC2)c1C	2%	.
O=C(O)c1ccc2c(c1)C(=O)N(N1C(=O)c3ccccc3C1=O)C2=O	?	.
CCC1(C)NC(=O)N(CC(=O)N2CCC(Cc3ccccc3)CC2)C1=O (stereo not given)	?	.
COCCn1c(SCC(=O)Nc2ncc(Cl)c(C)c2Cl)nc2ccccc21	?	.
CSCCC(=O)N1CCCC(CNC(=O)c2ccc(-c3ccccc3)cc2)C1 (stereo not given)	-2%	-10
O=C(NCCn1ccc2ccccc21)c1ccc(S(=O)(=O)N2CCCCC2)cc1	?	.
O=C(O)c1ccc(CNC(=O)c2ccccc2NC(=O)c2cccc([N+](=O)[O-])c2)cc1	4%	21
O=C(Nc1cc(C(F)(F)F)ccc1Cl)C(Sc1nnc(-c2cccs2)o1)c1ccccc1 (stereo not given)	4%	4
CN1C(=O)/C(=C/c2ccc(-c3ccccc3[N+](=O)[O-])o2)SC1=Nc1ccc(Cl)c(C(=O)O)c1	11%	14
O=[N+]([O-])c1ccc(-c2nn(-c3ccccc3)cc2/C=N/n2c(-c3ccncc3)n[nH]c2=S)cc1	?	.
CC1Cc2nc(SCC(=O)N3CCN(c4ccccc4)CC3)n(CCc3ccccc3)c(=O)c2S1 (stereo not given)	?	.
COc1ccc(COc2cc(-c3cccc(OC)c3)nc3ccc(NC(=O)c4ccccc4)cc23)cc1	21%	-8
COc1ccc(S(=O)(=O)N(Cc2ccccc2)c2ccccc2C(=O)Nc2ccccc2C(=O)NCc2ccco2)cc1	-8%	-3

The results go on:
SMILES	Lipid storage S3	Lipid storage S3 cell count max
O=C1CCC(C(=O)N2CCC(CO)(Cc3ccc(Cl)cc3)CC2)=NN1	-9%	16
COC(=O)CCCC(=O)NC1CCCc2c1cnn2-c1ccc(F)cc1F (stereo not given)	6%	-2
Cc1cc(C(=O)CSc2nc3ccccc3c(=O)[nH]2)c(C)n1CC1CCCO1 (stereo not given)	i	.
N#Cc1c(SCC(N)=O)nc2c(c1-c1ccncc1)CCCC2	?	.
COc1ccc(N2CCN(CC(=O)Nc3cc(C)on3)CC2)cc1	7%	8
Cc1ccc(C)c(SCc2nc3sc(C(=O)O)c(C)c3c(=O)[nH]2)c1	-6%	2
COc1ccc(CN(C)CC(=O)Nc2sc3c(c2C#N)CCC3)cc1OC	?	.
CC(C)(CSc1nncn1N)NS(=O)(=O)c1ccc(Cl)cc1	i	11
COc1cc2c(cc1OC)[C@H](C)N(C(=O)NCc1ccccc1)CC2	-7%	4
O=C(NCc1ccc2c(c1)OCO2)c1ccc(CS(=O)(=O)c2cccc(C(F)(F)F)c2)o1	?	.
O=C(N/N=C/c1cccs1)c1cnccn1	?	.
Cc1nnc(SCC(=O)NCc2cccs2)n1-c1ccccc1	?	.
CC(C)[C@H](NC(=O)N1CC(=O)Nc2ccccc21)C(=O)N1CCC(C(=O)O)CC1	?	.
S=c1nc[nH]c2c1[nH]c1ccc(Cl)cc12	?	.
CCCCCC1CC(=O)C=C(C)C1C(=O)OC (stereo not given)	10%	17
CCOC(=O)c1ccccc1NC(=O)CSc1ccccc1	3%	-16
Cc1cc(SCC(=O)NCCC2=CCCCC2)nc2ccccc12	13%	14
CCN(CC)S(=O)(=O)c1ccc(O)c(NS(=O)(=O)c2ccccc2F)c1	?	.
CCCOc1ccc(S(=O)(=O)NCCCN2CCOCC2)c2ccccc12	?	.
O=[N+]([O-])c1cccc2c(S(=O)(=O)N3CCOCC3)cccc12	-58%	-29
COc1ccc(CCNC(=O)CN(c2ccc(C)cc2)S(=O)(=O)c2c(C)noc2C)cc1OC	11%	-5
O=C(OCc1ccc(COC(=O)c2cccnc2Cl)cc1)c1cccnc1Cl	?	.
Cc1csc(NC(=O)c2ccc(C)c(S(=O)(=O)N3CCOCC3)c2)n1	?	.
CCCc1nnc(NC(=O)CCC(=O)N2CCN(c3nc(C)cc(C)n3)CC2)s1	-4%	14

Compound activity as filed in PubChem.
